ADAM17 inh: ADAM17 inhibitors, primary screen, biochemical, QFRET; recombinant ADAM17, EDANS/DABCYL FRET peptide cleavage; AID 720648, 2013; Disintegrin and metalloproteinase domain-containing protein 17 (Homo sapiens), P78536; inhibition, % at 6.95 µM; 370,000 tested, 0.83% active;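 active means inhibition above the mean of compounds lying between control limits plus 3 SD, set per campaign, cut at about 8.5% in these data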;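 further: 0% = DMSO-only wells as the low control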
Target sequence (P78536 215-824 limits assumed): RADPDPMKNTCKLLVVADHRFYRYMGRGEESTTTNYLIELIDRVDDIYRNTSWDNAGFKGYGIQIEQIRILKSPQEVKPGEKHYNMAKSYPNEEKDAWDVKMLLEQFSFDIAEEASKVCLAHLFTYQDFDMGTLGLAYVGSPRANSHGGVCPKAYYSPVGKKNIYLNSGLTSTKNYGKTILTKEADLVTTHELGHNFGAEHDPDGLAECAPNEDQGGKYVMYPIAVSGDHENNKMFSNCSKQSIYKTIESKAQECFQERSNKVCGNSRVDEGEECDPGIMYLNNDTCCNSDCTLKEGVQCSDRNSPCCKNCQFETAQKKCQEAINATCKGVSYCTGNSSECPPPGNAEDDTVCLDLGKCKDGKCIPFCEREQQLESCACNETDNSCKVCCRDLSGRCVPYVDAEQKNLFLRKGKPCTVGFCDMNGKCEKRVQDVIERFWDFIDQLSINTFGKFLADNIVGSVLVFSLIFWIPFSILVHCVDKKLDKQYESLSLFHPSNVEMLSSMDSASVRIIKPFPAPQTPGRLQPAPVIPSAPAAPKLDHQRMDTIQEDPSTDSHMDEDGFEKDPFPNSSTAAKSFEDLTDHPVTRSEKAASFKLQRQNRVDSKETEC
ssDAF-12 act: S. stercoralis DAF-12 nuclear receptor activators, primary screen, cell-based, luminescence, HEK293, GRIP1 co-expression, lit1-tk-luc. Nuclear hormone receptor DAF-12 (Strongyloides stercoralis). HEK293 ssDAF-12/GRIP1 lit1-tk-luc reporter; % of 3 µM dafachronic acid response. activation, % at 6.8 µM. 370,000 tested, 1% active. AID 652126, 2013;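 active means activation above the mean over all tested compounds plus 3 SD, cut at about 0.9% in these data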;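 further: 0% = DMSO-only wells and 100% = 3 µM delta7-dafachronic acid wells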
FXN GAA850 act: FXN promoter activators, primary screen, cell-based, luciferase luminescence, HEK293 lucGAA850; activation, % at 6 µM; 360,000 tested, 0.56% active; HEK293 lucGAA850 FXN promoter luciferase reporter, 24 h; percent of 10 µM SAHA response;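 active means activation above the average of all compounds screened plus 3 SD, cutoff fixed separately per campaign, cut at about 7.5% in these data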;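 further: 0% = DMSO wells and 100% = 10 µM SAHA wells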
DAX1 inh-1: DAX1 (NR0B1) inhibitors on StAR promoter, primary screen, cell-based, luminescence, SF-1 (NR5A1), full-length DAX-1 | inhibition, % at 6.8 µM | HEK293T StAR-luciferase reporter, SF-1/DAX-1 repression relief | AID 652010, 2013 | 370,000 tested, 1.1% active;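 active means inhibition above the mean over all tested compounds plus 3 SD, cut at about 3.6% in these data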;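 further: 0% = DAX-1 cells with DMSO and 100% = cells lacking DAX-1 with DMSO; higher inhibition means more luminescence from relief of DAX-1 repression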
hcDAF-12 act: H. contortus DAF-12 nuclear receptor activators, primary screen, cell-based, luminescence, HEK293, lit1-tk-luc reporter | HEK293 hcDAF-12 lit1-tk-luc reporter; 0% DMSO, 100% Δ7-dafachronic acid | activation, % at 6.8 µM | 370,000 tested, 1.4% active;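 active means activation above the mean of all tested compounds plus 3 SD, cut at about 5.5% in these data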;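 further: 100% = response to 3 µM Δ7-dafachronic acid high control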
ADAM10 inh: human ADAM10 inhibitors, primary screen, biochemical, QFRET, HTS; Disintegrin and metalloproteinase domain-containing protein 10 (Homo sapiens), O14672; recombinant ADAM10, EDANS/DABCYL FRET peptide cleavage, 3 h; inhibition, % at 7 µM; 370,000 tested, 0.62% active;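 active means inhibition above a per-campaign cutoff equal to the mean of compounds falling between control-based bounds plus 3 SD, cut at about 20% in these data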;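 further: 0% = DMSO wells while the 100% control is not disclosed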
DAX1 inh-2: DAX1 (NR0B1) inhibitors, primary screen, cell-based, HEK293, Gal4-DAX1, luciferase luminescence | Nuclear receptor subfamily 0 group B member 1 (Homo sapiens), P51843 | 340,000 tested, 0.99% active | AID 504766, 2011 | HEK293 Gal4-DAX1 luciferase reporter | inhibition, % at 6.75 µM;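 active means inhibition above the mean over all tested compounds plus 3 SD, cut at about 4.2% in these data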;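 further: 0% = DAX1-transfected cells with DMSO and 100% = empty-vector control cells with DMSO; inhibition shows as a rise in luminescence from relieved DAX1 repression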
Target sequence (P51843 207-470 limits assumed): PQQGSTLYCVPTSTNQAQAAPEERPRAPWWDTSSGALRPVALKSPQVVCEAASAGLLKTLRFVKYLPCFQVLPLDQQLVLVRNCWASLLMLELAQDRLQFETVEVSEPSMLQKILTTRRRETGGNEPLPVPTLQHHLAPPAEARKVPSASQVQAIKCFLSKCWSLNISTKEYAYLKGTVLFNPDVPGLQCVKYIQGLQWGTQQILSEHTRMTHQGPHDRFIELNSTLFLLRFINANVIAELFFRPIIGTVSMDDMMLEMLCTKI
GC-A act: GC-A stimulated cGMP production enhancers – HEK293 GC-A cells, cGMP TR-FRET, EC30 ANP, primary screen; 0% at EC30 ANP, 100% saturating ANP; activation, % at 10 µM; Atrial natriuretic peptide receptor 1 (Homo sapiens), P16066; AID 1671463, 2021; 370,000 tested, 0.14% active; in the data active means activation above about 40%
PG9 binder: binders of HIV-1 gp120 antibody PG9, primary screen, biochemical, TR-FRET; AID 624416, 2012; 360,000 tested, 0.43% active; HIV-1 gp120 / PG9 antibody interaction; inhibition, % at 6.7 µM; TR-FRET gp120-PG9 antibody binding; in the data active means inhibition above about 8.5%
hgDAF12 agonist: H. glycines DAF-12 receptor agonists, primary screen, cell-based, luminescence, HEK293, GAL4 fusion, UAS-luciferase | activation, % at 6.8 µM | 370,000 tested, 1.8% active | AID 687014, 2013 | HEK293 GAL4-hgDAF12 UAS-luciferase reporter, agonist luminescence; normalized to butyrate control | Nuclear hormone receptor DAF-12 (Heterodera glycines), GAL4 fusion;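 active means activation above a cutoff set at the mean of all screened compounds plus 3 SD, cut at about 10% in these data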;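 further: 0% = DMSO wells and 100% = sodium butyrate wells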
SMARCA2 act: SMARCA2 (BRM) function activators, primary screen, cell-based, luminescence, high throughput. MG213 cells, MMTV-luciferase reporter, dexamethasone, overnight. activation, % at 9.1 µM. 370,000 tested, 1% active. AID 652017, 2013; in the data active means activation above about 7.8%;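 further: 0% = vehicle wells and 100% = reference activator wells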
An asterisk follows results filed as active; / = not tested or not shown.

SMILES	ADAM17 inh	ssDAF-12 act	FXN GAA850 act	DAX1 inh-1	hcDAF-12 act	ADAM10 inh	DAX1 inh-2	GC-A act	PG9 binder	hgDAF12 agonist	SMARCA2 act
COc1ccc(-c2cn3cc(C)ccc3n2)cc1Br	-34.1	1.2*	6.5	6.9*	13.5*	-105.6	-2.0	-4.3	-1.3	19.7*	4.5
O=C(CCCN1C(=O)c2ccccc2C1=O)Nc1ccccn1	0.3	-1.2	-0.7	0.8	-0.7	2.5	-0.2	-3.6	1.3	-0.2	1.9
Cc1cc(Cl)ccc1NC(=O)CN1CCCC1	0.3	-0.9	2.2	0.0	-0.7	-0.4	-0.3	4.3	-0.2	0.5	-1.3
O=C([C@@H]1CC=C[C@@H]2CCN(C3CC3)C(=O)[C@@H]21)N1CCN(c2ccccc2)CC1	-8.3	-1.3	-0.2	0.5	0.1	1.2	-0.2	-2.6	2.7	0.9	0.5
Cc1ccc(NS(=O)(=O)c2cc(NC(=O)C(C)Oc3ccccc3)ccc2C)c(C)c1 (configuration not stated)	3.4	-2.3	-2.5	-0.9	-2.4	8.2	0.2	-0.5	-0.3	-1.1	-3.9
O=C(COC(=O)c1ccc(Cl)cc1)NC1CCCCCC1	-2.1	-1.1	0.1	-0.7	-0.8	-0.2	0.3	-1.9	0.4	1.5	-1.4
CC(=O)c1cccc(NC(=O)CN(c2cccc(F)c2)S(C)(=O)=O)c1	-1.9	-1.3	-1.5	0.3	-2.2	0.9	-1.0	-1.2	-1.2	0.8	1.7
Cc1ccc(C(=O)OCC(=O)NNC(=O)COc2ccc(Cl)cc2)c(O)c1	-5.3	-0.6	-1.0	-1.0	-0.9	-2.1	0.6	-2.2	1.7	0.8	-2.2
COC(=O)[C@@]12C[C@@H](CC(=O)NCc3cccc(C(F)(F)F)c3)C(=O)N(Cc3ccccc3)C1=CCC(C)(C)C2	7.3	-0.9	/	-0.6	-1.6	16.7	/	-3.0	-0.1	2.0	-7.1
Cc1cccc(N/C=C(\[N+](=O)[O-])S(=O)(=O)c2ccccc2)c1	-1.3	-1.3	0.9	-0.4	0.5	3.5	1.4	-0.6	-0.7	4.8	0.4
CC(C)(C)NC(=O)NC(=O)COC(=O)CNC(=O)c1cccc(F)c1	-3.6	-0.5	1.5	0.3	-0.3	2.5	-0.4	2.0	1.4	1.8	1.6
Cn1c(N)c(C(=O)CSc2ncn[nH]2)c(=O)n(C)c1=O	-5.6	-1.5	-0.1	0.1	-0.4	-9.2	-0.6	2.7	-1.2	2.5	2.9
Nc1[nH]c(C(=O)c2ccccc2)c(-c2ccccc2C(F)(F)F)c1C(=O)c1cccs1	-0.2	-1.0	/	0.2	-2.3	1.6	/	-13.5	-3.9	5.7	-0.2
O=C(O)CCC(=O)NCC1OCCc2ccccc21 (configuration not stated)	-3.8	-0.7	0.8	-0.1	-1.2	-3.1	-0.2	2.2	-0.6	4.3	-2.2
CCc1nc2ccc(C(=O)Nc3cccc(NS(C)(=O)=O)c3)cn2c1N(CCC(C)C)CCN(C)C	-2.0	-1.9	-6.0	-0.4	-2.0	-5.0	/	-2.5	-1.7	-1.1	-0.9
CC1CC2(CC(C)(C(=O)CSc3nc4ccccc4s3)OC2=O)C(=O)O1 (configuration not stated)	-1.0	-0.8	-0.2	-0.2	2.6	4.3	0.2	8.8	1.3	1.5	2.5
Cc1cc(C)n2nc(SC(C)C(=O)N(C)c3ccccc3)nc2n1 (configuration not stated)	-6.1	-1.3	-0.7	0.1	-1.1	-2.1	0.0	1.8	-2.0	-1.3	1.7
O=C(NC1CCCc2ccccc21)c1ccc(Cl)nc1 (configuration not stated)	-0.8	-0.9	0.9	-1.0	0.4	0.6	0.0	3.0	-0.4	-1.3	0.4
CCN1CCN(C(=O)C(Cc2ccccc2)NC(=O)c2ccc(Cl)c(S(=O)(=O)N(C)C)c2)CC1 (configuration not stated)	1.0	-1.4	0.8	-2.0	1.1	-5.2	-0.4	-3.1	1.1	-2.8	-3.9
O=[N+]([O-])c1cccc(NC(=S)N2CCc3ccccc32)c1	1.6	0.1	5.4	1.0	3.0	3.6	0.7	3.4	0.3	4.5	1.2
CCc1n[nH]c2c1/C(=N\O)CC(c1ccccc1)C2 (configuration not stated)	-2.0	-1.3	-0.4	-0.9	-2.2	7.0	-1.0	2.1	-1.2	0.6	0.6
COc1ccc(N2CC(C(=O)N/N=C/c3c[nH]c4ccccc34)CC2=O)cc1 (configuration not stated)	-3.0	-0.6	0.1	-0.3	2.0	1.5	1.0	4.2	-0.1	0.8	-0.7
Oc1nc(-c2ccc(Br)cc2)n2ccncc12	-2.1	-0.8	1.4	0.0	-1.5	-2.2	1.6	-3.7	-8.7	-0.2	-3.4
CSc1ncccc1C(=O)Nc1cccc(S(=O)(=O)N(C)c2ccccc2)c1	2.2	-1.3	-0.1	-1.3	-2.9	6.0	-0.2	-1.4	2.6	-1.6	0.1
CN(c1ccc(C(=O)NCCCn2ccnc2)cc1)S(C)(=O)=O	-6.6	-1.1	-0.2	-0.3	-1.5	3.5	0.1	1.9	-2.4	0.9	-3.4
Other results
SMILES	ADAM17 inh	ssDAF-12 act	FXN GAA850 act	DAX1 inh-1	hcDAF-12 act	ADAM10 inh	DAX1 inh-2	GC-A act	PG9 binder	hgDAF12 agonist	SMARCA2 act
CCCOC(=O)N[C@@H]1C(=O)N2C(C(=O)OCCC)=C(C)CS[C@H]12	-2.0	-1.1	-1.0	-0.6	0.6	-2.0	-0.6	2.4	-0.8	1.4	0.8
CO/N=C/C(C(C)=O)C(=O)Nc1ccc(Cl)cc1Cl (configuration not stated)	0.0	-0.8	0.5	-0.5	0.3	1.3	0.6	-5.5	0.4	-4.3	-0.7
CC1CCc2sc(C(=O)Nc3ccc(N4CCOCC4)cc3)cc2C1 (configuration not stated)	3.4	-1.6	1.7	-0.3	-3.5	2.9	-0.8	4.5	-0.2	-3.1	0.1
CC(C)c1ccc(NC(=O)CSc2n[nH]c(=O)n2-c2cccnc2)cc1	0.9	-1.2	0.5	-0.7	-2.1	9.4	0.1	0.3	0.8	-1.2	-1.2
Cc1cccc(C)c1NC(=O)CN1C(=O)COc2ccccc21	1.6	-0.9	-1.8	-0.1	0.0	2.5	1.2	-0.4	0.9	0.8	-0.6
COc1ccccc1/C=N/Nc1nccnc1Cl	-6.5	-0.4	4.2	2.9	5.8*	0.1	1.4	0.3	-0.8	13.8*	3.4
CCC(c1nnc(SCC(=O)Nc2nnc(-c3ccccc3)o2)o1)N(C)C (configuration not stated)	-5.3	-0.6	-0.2	-0.8	-1.1	-4.1	1.7	4.6	-0.7	0.6	0.6
CCCNC(=O)C(Cc1ccc(Cl)cc1)NC(=O)c1ccc(-c2ccccc2)cc1 (configuration not stated)	-4.9	-0.6	0.0	0.3	-1.4	-2.0	1.0	0.1	0.8	0.7	-2.0
COc1cccc(/C=N/NC(=O)c2ccc3nc[nH]c3c2)c1	1.5	-0.8	1.9	-0.1	-1.4	-4.2	0.5	-4.9	-3.5	1.0	-2.4
C/C(=N\O)c1cccc(Br)c1	-5.5	-0.1	1.8	0.4	-1.1	1.9	3.6	3.3	0.0	-3.0	-2.7
CCc1cc2cccc(C)c2nc1SCC(=O)Nc1nonc1C	0.5	-1.3	1.2	0.3	-2.3	-5.2	3.5	-0.8	1.9	-3.1	-1.5
CC(C)Cn1c(NCCN(C)C)nc2c1c(=O)[nH]c(=O)n2C	-2.5	-1.1	1.8	0.4	-1.3	4.1	1.9	2.5	-1.1	1.6	-0.7
Nc1nc(NC2CCCCC2)nc(NCCO)c1[N+](=O)[O-]	3.8	-1.7	1.9	0.2	-0.9	5.3	0.3	4.0	1.9	-5.2	0.5
COc1cc2c(cc1OC)C1=C(C#N)CCC(=NC(=O)c3ccco3)N1CC2	-0.5	-1.2	7.1	-0.7	-0.5	0.0	-0.4	2.6	-4.3	2.5	-0.8
Oc1ccc(N=Nc2n[nH]c(-c3ccc(Br)cc3)n2)cc1	4.3	-1.2	1.0	3.1	-2.6	2.2	-2.3	-4.3	-1.8	4.2	-0.4
CC(C)Cc1nc2oc3c(=O)[nH]cnc3c2c2c1CCC2	-5.6	-0.5	0.7	-0.2	-0.9	-31.0	-0.2	1.6	1.6	3.0	-3.2
Cc1cccc(NC(=O)CN2C(=O)c3ccccc3S2(=O)=O)n1	0.3	0.3	-0.5	-0.3	0.4	-1.0	3.7	-1.8	-2.4	0.1	-3.0
COc1ccc(CCNC(=O)C2CC(=O)N(C3CCCCC3)C2)cc1OC (configuration not stated)	7.0	-1.1	-0.3	-0.7	-0.8	-4.4	0.7	0.5	-1.6	-1.9	-2.2
COc1ccccc1N1CCN(c2ccc3ccccc3n2)CC1	-0.9	-0.3	4.0	2.5	6.0*	-14.0	2.0	2.0	-1.1	14.4*	4.4
O=C(NCCCN1CCN(c2ccccc2F)CC1)C1CCN(S(=O)(=O)N2CCOCC2)CC1	-8.8	-1.6	-0.6	-0.1	-1.8	-6.4	-1.5	1.7	-2.8	-2.4	-1.3
COc1ncnc2c1ncn2CCCNCc1ccc2c(c1)OCO2	-5.4	-0.7	3.3	-0.4	1.7	-17.0	2.1	1.7	-3.9	-1.1	-6.0
CN1C(=O)[C@@H]2[C@@H]3C[C@@H]([C@H]4ON=C(c5ccc(Cl)cc5)[C@@H]34)[C@@H]2C1=O	1.7	-0.2	-0.4	0.1	-3.4	9.6	0.2	3.1	-1.6	3.5	2.5
COC(=O)C1CN(Cc2cn(Cc3ccc(OC)cc3)nn2)CCS(=O)(=O)N1Cc1ccc(Cl)cc1 (configuration not stated)	-1.1	-2.3	/	-3.0	-4.0	-1.2	/	-7.6	/	-1.5	-2.2

Single records, from the list above:
`COc1ccc(CCNC(=O)C2CC(=O)N(C3CCCCC3)C2)cc1OC` (configuration not stated) reads ADAM17 inh: 7.0; ssDAF-12 act: -1.1; FXN GAA850 act: -0.3; DAX1 inh-1: -0.7; hcDAF-12 act: -0.8; ADAM10 inh: -4.4; DAX1 inh-2: 0.7; GC-A act: 0.5; PG9 binder: -1.6; hgDAF12 agonist: -1.9; SMARCA2 act: -2.2
`CN1C(=O)[C@@H]2[C@@H]3C[C@@H]([C@H]4ON=C(c5ccc(Cl)cc5)[C@@H]34)[C@@H]2C1=O` reads ADAM17 inh: 1.7; ssDAF-12 act: -0.2; FXN GAA850 act: -0.4; DAX1 inh-1: 0.1; hcDAF-12 act: -3.4; ADAM10 inh: 9.6; DAX1 inh-2: 0.2; GC-A act: 3.1; PG9 binder: -1.6; hgDAF12 agonist: 3.5; SMARCA2 act: 2.5
